NR5A2 inv ag = LRH-1 (NR5A2) inverse agonists, primary screen, cell-based, luminescence, HEK293T, StAR-luciferase reporter | 360,000 tested, 0.13% active | inhibition, % at 3.6 µM | LRH-1 transfected, 24 h | Nuclear receptor subfamily 5 group A member 2 (Homo sapiens), O00482;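 active = inhibition above the mean inhibition of all tested compounds plus 3 SD, cut at about 73% in these data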;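 also: 0% = DMSO wells and 100% = reporter-only cells lacking LRH-1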
NR2F2 inh = NR2F2 transcriptional activity inhibitors, primary screen, cell-based, luciferase reporter, HEK293T, luminescence; COUP transcription factor 2 (Homo sapiens), P24468; HEK293T NGFI-A luciferase reporter; inhibition, % at 8.6 µM; 370,000 tested, 0.7% active; AID 686940, 2013;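 active = inhibition above a per-plate cutoff, mean inhibition of test wells between control levels plus 3 SD, cut at about 38% in these data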;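 also: cells cotransfected with COUP-TFII expression vector driving the NGFI-A reporter; 0% = median of COUP-TF2 test wells and 100% = reporter-only cells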
SRC1 inh = SRC1 coactivator transcriptional activity inhibitors, primary screen, cell-based, luminescence | Nuclear receptor coactivator 1 (Homo sapiens), Q15788 | inhibition, % at 3.6 µM | HEK293 GAL4-SRC1 luciferase reporter | AID 588354, 2011 | 360,000 tested, 0.12% active;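 active = inhibition above the campaign mean plus 3 SD, with each screening campaign given its own cutoff, cut at about 60% in these data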;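 also: 0% = DMSO treated cells and 100% = gossypol at 36 µM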
NOD2-RIPK2 inh = NOD2-RIPK2 binding disruptors in cells, primary screen, fluorescence, CHO cells, BLA complementation; CCF4 ratio; inhibition, % at 4.98 µM; 360,000 tested, 0.38% active; in the data active = inhibition above about 21%;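 also: 0% = vehicle only and 100% = reference blocker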
SRC3 inh = SRC3 coactivator transcriptional activity inhibitors, primary screen, cell-based, luminescence | 360,000 tested, 0.17% active | HEK293 GAL4-SRC3 luciferase reporter | inhibition, % at 3.6 µM;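 active = inhibition above a per-campaign cutoff, the mean of all compounds plus 3 SD, cut at about 60% in these data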;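 also: 0% = DMSO-treated cells and 100% = gossypol-treated cells at 36 µM; higher means less SRC3-driven luciferase light from the GAL4 reporter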
ABHD5-PLIN5 inh = ABHD5-PLIN5 interaction inhibitors, primary screen, cell lysate, split luciferase complementation, luminescence; Split G. princeps luciferase complementation, 4 h; inhibition, % at 4 µM; 360,000 tested, 0.78% active; AID 602281, 2012;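 active = inhibition above the mean inhibition across every tested compound plus 3 SD, cut at about 22% in these data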;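 also: 0% = DMSO only wells and the 100% control is not disclosed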
Target sequence (Q00G26 whole entry, looked up): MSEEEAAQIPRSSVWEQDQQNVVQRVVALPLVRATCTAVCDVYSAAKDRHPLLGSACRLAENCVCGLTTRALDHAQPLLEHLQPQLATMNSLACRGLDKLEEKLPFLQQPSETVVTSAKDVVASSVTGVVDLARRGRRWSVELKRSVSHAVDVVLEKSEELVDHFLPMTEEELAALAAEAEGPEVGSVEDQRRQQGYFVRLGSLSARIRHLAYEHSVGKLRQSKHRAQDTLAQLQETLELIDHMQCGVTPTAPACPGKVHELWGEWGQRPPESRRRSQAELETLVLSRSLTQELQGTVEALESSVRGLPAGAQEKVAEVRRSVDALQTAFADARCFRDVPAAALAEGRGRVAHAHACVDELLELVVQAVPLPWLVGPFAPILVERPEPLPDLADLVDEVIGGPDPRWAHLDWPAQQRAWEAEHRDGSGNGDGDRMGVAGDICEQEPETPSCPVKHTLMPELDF
Target sequence (Q8WTS1 whole entry, looked up): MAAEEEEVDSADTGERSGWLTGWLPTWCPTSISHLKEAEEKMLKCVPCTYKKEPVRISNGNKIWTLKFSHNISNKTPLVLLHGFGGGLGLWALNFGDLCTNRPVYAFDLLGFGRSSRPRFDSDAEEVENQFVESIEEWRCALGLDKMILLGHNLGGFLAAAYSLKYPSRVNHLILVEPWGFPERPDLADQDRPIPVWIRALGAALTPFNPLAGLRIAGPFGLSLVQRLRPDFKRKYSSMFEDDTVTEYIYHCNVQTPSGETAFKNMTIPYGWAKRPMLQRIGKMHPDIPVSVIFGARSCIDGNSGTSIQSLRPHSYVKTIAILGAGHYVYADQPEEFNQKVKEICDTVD
TLR9-MyD88 block = inhibitors of TLR9-MyD88 association in cells, primary screen, cell-based, CHO, BLA complementation, fluorescence. CCF4 FRET ratio. Toll-like receptor 9 (Homo sapiens) + Myeloid differentiation primary response protein …. inhibition, % at 4.98 µM. 340,000 tested, 0.21% active;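 active = inhibition above the mean over all tested compounds plus 3 SD, cut at about 21% in these data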;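 also: 0% = DMSO only wells and 100% = clavulanate BLA inhibitor control wells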
EBV LMP1 NFkB = EBV LMP1-driven NF-kappaB luciferase reporter inhibitors, primary screen, cell-based, luminescence, single point; 350,000 tested, 0.69% active; inhibition, % at 12.5 µM; LMP1-induced NF-kappaB luciferase reporter cells; in the data active = inhibition above about 41%;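 also: 0% = neutral control wells and 100% = reference inhibitor control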
MC4R ag barr = MC4R agonists recruiting beta-arrestin, primary screen, cell-based, luminescence, agonist arm of biased-ligand search; Melanocortin receptor 4 (Homo sapiens), P32245; U2OS MC4R beta-arrestin complementation; percent of melanotan II response, DMSO zero; activation, % at 8.9 µM; 360,000 tested, 0.98% active; AID 540308, 2011;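 active = activation above a per-plate cutoff, the mean activation of sample wells on that plate plus 3 SD, cut at about 8% in these data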
MC4R antag cAMP = MC4R antagonists of cAMP signaling, primary screen, cell-based, TR-FRET, antagonist arm of biased-ligand search. MC4R-expressing cells, MTII-stimulated cAMP, LANCE TR-FRET. inhibition, % at 6.5 µM. 360,000 tested, 0.48% active;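 active = inhibition above its plate's cutoff, the mean of tested wells on that plate plus 3 SD, cut at about 29% in these data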;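 also: 0% = Melanotan II alone and 100% = Melanotan II plus saturating MCL0020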
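Material: human MC4R-expressing U2OS cells. Probe or stimulus: Melanotan II challenge. Dosing: 6.5 µM single dose. Times: 30-min compound, 1-h challenge, 1-h detection, room temperature. Technique: TR-FRET with Eu-cAMP and labeled anti-cAMP, 671 nm. Replication: singlicate.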
SRC2 inh = inhibition of GAL4-SRC2 driven luciferase reporter, primary screen, SRC2 inhibitor project, cell-based, luminescence. 370,000 tested, 0.17% active. inhibition, % at 9 µM. HEK293 GAL4-SRC2 luciferase reporter;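 active = inhibition above the mean inhibition of all tested compounds plus 3 SD, set per campaign, cut at about 52% in these data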;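 also: 0% = DMSO treated cells and 100% = cells given Gossypol at 36 µM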
Active calls of the source: *.

O=C(CSCc1ccccc1)Nc1ccc(F)cc1F was read as NR5A2 inv ag -34, NR2F2 inh 1, SRC1 inh -12, NOD2-RIPK2 inh -3, SRC3 inh -7, ABHD5-PLIN5 inh -1, TLR9-MyD88 block 2, EBV LMP1 NFkB 5, MC4R ag barr -2.9, MC4R antag cAMP 4 and SRC2 inh -73.
CN(CCc1ccccn1)C(=O)Nc1cc(Cl)cc(Cl)c1 was read as NR5A2 inv ag 3, NR2F2 inh -5, SRC1 inh -4, NOD2-RIPK2 inh -7, SRC3 inh 18, ABHD5-PLIN5 inh -9, TLR9-MyD88 block -12, EBV LMP1 NFkB -6, MC4R ag barr -0.3, MC4R antag cAMP 15 and SRC2 inh -9.
`COc1ccc(C(CNC(=O)C(C)(C)Oc2ccc(Cl)cc2)N2CCCCC2)cc1` (stereo not given) gave NR5A2 inv ag -25, NR2F2 inh 11, SRC1 inh -58, NOD2-RIPK2 inh -13, SRC3 inh 34, ABHD5-PLIN5 inh -1, TLR9-MyD88 block 2, EBV LMP1 NFkB -3, MC4R ag barr -1.4, MC4R antag cAMP 1 and SRC2 inh -13.
`CN1CCN(C2CCN(S(=O)(=O)c3ccc(C(C)(C)C)cc3)CC2)CC1` gave NR5A2 inv ag 22, NR2F2 inh -3, SRC1 inh 11, NOD2-RIPK2 inh 7, SRC3 inh 1, ABHD5-PLIN5 inh 3, TLR9-MyD88 block -2, EBV LMP1 NFkB -2, MC4R ag barr -3.1, MC4R antag cAMP 8 and SRC2 inh 8.
O=C(COC(=O)c1cccc([N+](=O)[O-])c1)Nc1ccc(Cl)cn1 was read as NR5A2 inv ag -6, NR2F2 inh -2, SRC1 inh -44, NOD2-RIPK2 inh 0, SRC3 inh -9, ABHD5-PLIN5 inh 4, TLR9-MyD88 block -5, EBV LMP1 NFkB -10, MC4R ag barr -1.1, MC4R antag cAMP -6 and SRC2 inh -16.
For CCCCN(C(=O)c1cccc(S(=O)(=O)N2CCCC2)c1)c1c(N)n(CCC)c(=O)[nH]c1=O the results were NR5A2 inv ag 16, NR2F2 inh -14, SRC1 inh 5, NOD2-RIPK2 inh 2, SRC3 inh -1, ABHD5-PLIN5 inh -5, TLR9-MyD88 block -10, EBV LMP1 NFkB 0, MC4R ag barr 0.9, MC4R antag cAMP 2 and SRC2 inh 4.
N#CCOC(=O)c1sccc1-n1cccc1 was read as NR5A2 inv ag 10, NR2F2 inh -5, SRC1 inh -15, NOD2-RIPK2 inh -14, SRC3 inh 16, ABHD5-PLIN5 inh 2, TLR9-MyD88 block -6, EBV LMP1 NFkB 2, MC4R ag barr -0.7, MC4R antag cAMP 3 and SRC2 inh -9.
For O=C(NCc1ccc(F)cc1)C1CCN(S(=O)(=O)c2ccc3c(c2)OCCCO3)CC1 the results were NR5A2 inv ag 14, NR2F2 inh 2, SRC1 inh 11, NOD2-RIPK2 inh -7, SRC3 inh 7, ABHD5-PLIN5 inh -3, TLR9-MyD88 block 3, EBV LMP1 NFkB -2, MC4R ag barr -0.5, MC4R antag cAMP -2 and SRC2 inh 19.
O=C(CC1SC(N2CCCC2)=NC1=O)Nc1ccc(C(=O)NCCOc2ccccc2F)cc1 (stereo not given) was read as NR5A2 inv ag -13, NR2F2 inh -7, SRC1 inh -32, NOD2-RIPK2 inh 1, SRC3 inh -23, ABHD5-PLIN5 inh -3, TLR9-MyD88 block 11, EBV LMP1 NFkB -18, MC4R ag barr 0.0, MC4R antag cAMP -3 and SRC2 inh -32.
For CC(Sc1ccccc1)C(=O)NN=C1CCCCCC1 (stereo not given) the results were NR5A2 inv ag -8, NR2F2 inh -12, SRC1 inh 9, NOD2-RIPK2 inh -2, SRC3 inh 22, ABHD5-PLIN5 inh -3, TLR9-MyD88 block 0, EBV LMP1 NFkB -7, MC4R ag barr -2.4, MC4R antag cAMP 16 and SRC2 inh -23.
For O=[N+]([O-])c1cc(CN2CCN(c3ccccc3)CC2)c(O)c2ncccc12 the results were NR5A2 inv ag 53, NR2F2 inh 9, SRC1 inh 30, NOD2-RIPK2 inh -3, SRC3 inh 34, ABHD5-PLIN5 inh 1, TLR9-MyD88 block 1, EBV LMP1 NFkB 80*, MC4R ag barr -0.9, MC4R antag cAMP -3 and SRC2 inh -5.
Screening CC1(C)CC(CC(=O)Nc2ccccn2)C(=O)O1 (stereo not given) returned NR5A2 inv ag -15, NR2F2 inh 20, SRC1 inh -6, NOD2-RIPK2 inh 9, SRC3 inh -4, ABHD5-PLIN5 inh 0, TLR9-MyD88 block 5, EBV LMP1 NFkB 8, MC4R ag barr 0.1, MC4R antag cAMP 11 and SRC2 inh 1.
O=C(Nc1ccc(Cl)cn1)Nc1ccc(Cl)cn1 was read as NR5A2 inv ag 3, NR2F2 inh 13, SRC1 inh -5, NOD2-RIPK2 inh -3, SRC3 inh -7, ABHD5-PLIN5 inh 1, TLR9-MyD88 block -11, EBV LMP1 NFkB -7, MC4R ag barr -1.4, MC4R antag cAMP 3 and SRC2 inh -1.
Screening O=C(/C=C/c1ccc(OCCCF)cc1)Nc1ccnc(-c2cccnc2)n1 returned NR5A2 inv ag -4, NR2F2 inh -11, SRC1 inh 40, NOD2-RIPK2 inh -8, SRC3 inh 51, ABHD5-PLIN5 inh 1, TLR9-MyD88 block -5, EBV LMP1 NFkB 5, MC4R ag barr 0.0, MC4R antag cAMP 12 and SRC2 inh 7.
For Cc1nc2ccc(S(=O)(=O)NCC(=O)NCCN3CCCCC3C)cc2s1 (stereo not given) the results were NR5A2 inv ag 14, NR2F2 inh 1, SRC1 inh 0, NOD2-RIPK2 inh 0, SRC3 inh -12, ABHD5-PLIN5 inh 0, TLR9-MyD88 block 3, EBV LMP1 NFkB 13, MC4R ag barr 1.3, MC4R antag cAMP -3 and SRC2 inh 2.
NC(CCc1ccccc1)c1csc(Nc2ccccn2)n1 (stereo not given) was read as NR5A2 inv ag 13, NR2F2 inh 2, SRC1 inh -4, NOD2-RIPK2 inh 4, SRC3 inh 2, ABHD5-PLIN5 inh 2, MC4R ag barr 1.6, MC4R antag cAMP -10 and SRC2 inh -8.
Cc1ccc(Cn2cc(/C=C/C(=O)O)c(-c3ccccc3)n2)cc1 was read as NR5A2 inv ag 9, NR2F2 inh 1, SRC1 inh -10, NOD2-RIPK2 inh -4, SRC3 inh 2, ABHD5-PLIN5 inh 1, TLR9-MyD88 block 0, EBV LMP1 NFkB 5, MC4R ag barr -0.6, MC4R antag cAMP 9 and SRC2 inh -10.
Screening C[C@H]1CN([C@@H](C)CO)S(=O)(=O)c2ccc(C3=CCCC3)cc2O[C@@H]1CN(C)C(=O)C1CCCCC1 returned NR5A2 inv ag -16, NR2F2 inh 10, SRC1 inh 0, NOD2-RIPK2 inh -9, SRC3 inh 8, ABHD5-PLIN5 inh -2, TLR9-MyD88 block -2, EBV LMP1 NFkB -7, MC4R ag barr -0.5, MC4R antag cAMP 9 and SRC2 inh 5.
Screening CCCn1c(SC/C(O)=C(\C#N)c2nc3ccccc3[nH]2)n[nH]c1=O returned NR5A2 inv ag 10, NR2F2 inh 2, SRC1 inh -3, NOD2-RIPK2 inh 1, SRC3 inh 5, ABHD5-PLIN5 inh -8, TLR9-MyD88 block 8, EBV LMP1 NFkB 0, MC4R ag barr -3.5, MC4R antag cAMP 8 and SRC2 inh -5.
Cc1cc(=O)[nH]c2nnc(-c3ccc(Cl)cc3)n12 was read as NR5A2 inv ag -5, NR2F2 inh -8, SRC1 inh -28, NOD2-RIPK2 inh -2, SRC3 inh -27, ABHD5-PLIN5 inh 1, TLR9-MyD88 block 8, EBV LMP1 NFkB -3, MC4R ag barr -1.8, MC4R antag cAMP 1 and SRC2 inh -16.
`CC(C)N(CC(O)COc1ccc(CC(N)=O)cc1)CC(O)COc1ccc(CC(N)=O)cc1` (stereo not given) gave NR5A2 inv ag 20, NR2F2 inh 3, SRC1 inh 19, NOD2-RIPK2 inh -6, SRC3 inh 8, ABHD5-PLIN5 inh 7, TLR9-MyD88 block -2, EBV LMP1 NFkB -16, MC4R ag barr 2.4, MC4R antag cAMP 2 and SRC2 inh 15.
COc1ccc(C2NC(=O)c3ccccc3O2)cc1OC (stereo not given) was read as NR5A2 inv ag 5, NR2F2 inh -2, SRC1 inh -14, NOD2-RIPK2 inh -13, SRC3 inh 6, ABHD5-PLIN5 inh 3, TLR9-MyD88 block -17, EBV LMP1 NFkB 6, MC4R ag barr 0.4, MC4R antag cAMP 7 and SRC2 inh 4.
Screening Cc1onc(-c2ccccc2Cl)c1C(=O)NC(=S)Nc1ccccc1C(N)=O returned NR5A2 inv ag -2, NR2F2 inh 12, SRC1 inh -5, NOD2-RIPK2 inh -9, SRC3 inh 19, ABHD5-PLIN5 inh 4, TLR9-MyD88 block -2, EBV LMP1 NFkB -10, MC4R ag barr 0.2, MC4R antag cAMP 13 and SRC2 inh -14.
For CCN(c1cccc(C)c1)S(=O)(=O)c1cn(CC(=O)OC)c2ccc([N+](=O)[O-])cc12 the results were NR5A2 inv ag -4, NR2F2 inh -10, SRC1 inh 15, NOD2-RIPK2 inh -5, SRC3 inh -9, ABHD5-PLIN5 inh -6, TLR9-MyD88 block -15, EBV LMP1 NFkB -1, MC4R ag barr -3.9, MC4R antag cAMP 14 and SRC2 inh -23.

An excerpt from above in order of SMILES length, smallest number first:
NC(CCc1ccccc1)c1csc(Nc2ccccn2)n1 (stereo not given) was read as NR5A2 inv ag 13, NR2F2 inh 2, SRC1 inh -4, NOD2-RIPK2 inh 4, SRC3 inh 2, ABHD5-PLIN5 inh 2, MC4R ag barr 1.6, MC4R antag cAMP -10 and SRC2 inh -8.
Screening CCCn1c(SC/C(O)=C(\C#N)c2nc3ccccc3[nH]2)n[nH]c1=O returned NR5A2 inv ag 10, NR2F2 inh 2, SRC1 inh -3, NOD2-RIPK2 inh 1, SRC3 inh 5, ABHD5-PLIN5 inh -8, TLR9-MyD88 block 8, EBV LMP1 NFkB 0, MC4R ag barr -3.5, MC4R antag cAMP 8 and SRC2 inh -5.
For CCN(c1cccc(C)c1)S(=O)(=O)c1cn(CC(=O)OC)c2ccc([N+](=O)[O-])cc12 the results were NR5A2 inv ag -4, NR2F2 inh -10, SRC1 inh 15, NOD2-RIPK2 inh -5, SRC3 inh -9, ABHD5-PLIN5 inh -6, TLR9-MyD88 block -15, EBV LMP1 NFkB -1, MC4R ag barr -3.9, MC4R antag cAMP 14 and SRC2 inh -23.

High-throughput results (PubChem)

A portion of the library. The share of hits here may be higher or lower than overall.
